# CTSL1 counter – counter-screen for PFM18AAP inhibitors: inhibitors of F. hepatica cathepsin L1. recombinant F. hepatica cathepsin L1, Z-Leu-Arg-MCA fluorescence. inhibition, % at 5.96 µM. 0.49% of 300,000 active;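 active = inhibition above the mean of all tested compounds plus 3 SD, set per screening campaign, cut at about 17% in these data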;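 note: 0% = plate median of test compound wells and 100% = 1 µM Z-Phe-Ala-diazomethylketone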
# TPT1 inhibitor – inhibitors of Candida albicans tRNA 2'-phosphotransferase TPT1; recombinant caTPT1, FP RNA substrate dephosphorylation; 0.81% of 300,000 active; AID 1962; inhibition, % at 5 µM;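 active = inhibition above the mean of all tested compounds plus 3 SD, set per screening campaign, cut at about 24% in these data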;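 note: plate controls were DMSO alone for no effect and ferristatin control at 100 nM for full effect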
# ZTA DNA inh – blocks Epstein-Barr virus ZTA, an EBNA-1 counter-screen; inhibition, % at 11 µM; 0.15% of 320,000 active; ZTA-DNA binding, fluorescence polarization; in the data active = inhibition above about 33%
# Target sequence (P03206 whole entry, looked up): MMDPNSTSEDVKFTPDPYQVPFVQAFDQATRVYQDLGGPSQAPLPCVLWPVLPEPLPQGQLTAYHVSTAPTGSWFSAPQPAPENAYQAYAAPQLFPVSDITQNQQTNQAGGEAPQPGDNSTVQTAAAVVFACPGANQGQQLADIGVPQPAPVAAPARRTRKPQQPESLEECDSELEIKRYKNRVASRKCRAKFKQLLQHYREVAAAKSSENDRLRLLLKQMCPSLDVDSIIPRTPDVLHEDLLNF
# Yeast superoxide – yeast age-related superoxide inhibition as caloric restriction mimetic; AID 2690; S. cerevisiae aged cells, superoxide DHE fluorescence; stronger effect = lower value; 0.18% of 330,000 active; superoxide response (% of plate mean), % at 10 µM;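 active = superoxide response under a set limit, about three screen SD below normal, cut at about 65% in these data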;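 note: yeast aged for seven days with compound at 30 °C before DHE staining; 100% = average MFI of all compound-treated wells on the plate with controls excluded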
# EBNA-1 inhibitor – blocks EBNA-1 binding to DNA. EBNA-1 DNA binding, fluorescence polarization. inhibition, % at 14.8 µM. 0.34% of 300,000 active; in the data active = inhibition above about 28%
# PP5 primary – inhibitors of human protein phosphatase 5 (PP5); P53041; purified PP5c, OMFP substrate fluorescence; inhibition, % at 6.7 µM; 0.18% of 320,000 active;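 active = inhibition above the campaign's mean inhibition across all tested compounds plus 3 SD, cut at about 9.5% in these data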;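 note: 0% = DMSO only and 100% = 100 µM cantharidin control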
# Target sequence (P53041 whole entry, looked up): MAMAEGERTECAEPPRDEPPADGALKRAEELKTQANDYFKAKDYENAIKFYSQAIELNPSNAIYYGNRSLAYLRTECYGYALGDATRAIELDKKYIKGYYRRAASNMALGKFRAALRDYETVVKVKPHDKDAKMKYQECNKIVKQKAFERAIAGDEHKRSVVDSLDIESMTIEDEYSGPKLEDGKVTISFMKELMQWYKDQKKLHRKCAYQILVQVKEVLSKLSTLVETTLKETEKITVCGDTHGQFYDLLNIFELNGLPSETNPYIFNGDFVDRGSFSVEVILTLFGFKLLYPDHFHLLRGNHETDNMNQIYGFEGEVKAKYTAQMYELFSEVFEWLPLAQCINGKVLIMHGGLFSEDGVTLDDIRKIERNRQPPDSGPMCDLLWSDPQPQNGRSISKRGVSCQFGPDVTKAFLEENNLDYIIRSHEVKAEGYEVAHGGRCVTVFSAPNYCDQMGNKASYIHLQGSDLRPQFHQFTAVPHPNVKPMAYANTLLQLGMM
# GASC-1 inh – human JMJD2C demethylase inhibition | Q9H3R0 | GST-JMJD2C(1-420) H3K9me3 demethylation, DELFIA europium | inhibition, % at 2.35 µM | 0.069% of 330,000 active;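 active = more than half of a compound's replicate wells show inhibition beyond 50%, single wells judged on their own value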;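 note: signal counts dimethyl H3K9 product captured on neutravidin plate; 0% = median of DMSO wells and 100% = 0.3 times that DMSO median; strong numbers were not always called active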
# core dimer inh – blocks dimerization of HCV core protein | TR-FRET GST/Flag-core106 dimerization, 1536-well | inhibition, % at 5 µM | 0.33% of 300,000 active | AID 1899;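 active = inhibition above the mean of all tested compounds plus 3 SD, set per screening campaign, cut at about 45% in these data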
#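 Assay system: tagged HCV core106 pair (GST and Flag); medium: KF-containing HEPES buffer, pH 7.45, DTT, CHAPS, BSA; also added: Eu donor and XL665 acceptor anti-tag antibodies; dosing: 5 µM single dose; timing: compound-protein-antibody incubation 4 h at 22.5 °C; signal: TR-FRET 671 and 617 nm emission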
# PP1 inh – counter-screen for PP5 inhibitors: inhibitors of human PP1-alpha. P62136. purified PP1alpha, OMFP fluorescence. inhibition, % at 6.7 µM. 0.9% of 320,000 active. AID 2235;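 active = inhibition above the mean inhibition of all tested compounds plus 3 SD, computed separately for each screening campaign, cut at about 15% in these data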
# Target sequence (P62136 whole entry, looked up): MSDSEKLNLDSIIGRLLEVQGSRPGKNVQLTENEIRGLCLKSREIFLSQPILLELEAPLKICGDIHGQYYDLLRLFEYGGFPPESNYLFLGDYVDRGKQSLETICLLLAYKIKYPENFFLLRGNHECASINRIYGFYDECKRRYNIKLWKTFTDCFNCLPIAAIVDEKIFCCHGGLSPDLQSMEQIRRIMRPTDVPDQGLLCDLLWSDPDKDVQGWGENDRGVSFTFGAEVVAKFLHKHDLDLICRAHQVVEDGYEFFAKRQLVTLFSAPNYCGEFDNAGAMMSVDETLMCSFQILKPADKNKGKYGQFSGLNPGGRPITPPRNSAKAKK
# * hit, by the source's call; nt = not tested or not shown.
SMILES,CTSL1 counter,TPT1 inhibitor,ZTA DNA inh,Yeast superoxide,EBNA-1 inhibitor,PP5 primary,GASC-1 inh,core dimer inh,PP1 inh
Cc1c(C(=O)O)oc2ccc(S(=O)(=O)N3CC(C)CC(C)C3)cc12 (stereo not drawn),-3,-3,-3,123,-8,0.4,0,2,-6
O=C(Cc1ccc(F)cc1)NCc1cccnc1,-1,2,-1,80,0,3.0,-7,-5,-5
COc1cccc(C(=O)Nc2c(C)nn(-c3ccccc3)c2C)c1,-1,-3,-10,98,3,-0.4,-2,-2,2
NC(=O)c1ccccc1NC(=O)/C=C/c1ccccc1,0,0,-3,97,-12,-9.2,-8,-8,-5
COC(=O)CCC(=O)Nc1sc2c(c1C#N)CCCC2,-3,-3,-36,98,-7,2.9,9,2,-4
CN1CCN(C(=O)Cn2c(=O)oc3cc(S(=O)(=O)NCc4ccccc4)ccc32)CC1,-3,-2,5,80,10,0.2,3,6,-1
O=C1/C(=C\c2ccco2)SC(=S)N1Cc1ccccc1,4,5,6,94,3,1.6,8,6,4
Cc1cc(C)c(C)c(C(=O)COC(=O)CNC(=O)CNC(=O)c2ccco2)c1C,1,-3,12,99,-5,-0.7,-1,-9,-1
CCOC(=O)N1CCN(C(=O)C(=O)NN)CC1,1,2,-9,86,-8,-0.7,-4,-1,-5
Cc1cc(C)n2nc(C(=O)Nc3nnc(C4CC4)s3)nc2n1,0,2,0,103,6,1.2,-10,-6,0
C#CCOc1ccc(C2C3=C(CC(C)(C)CC3=O)N(CC(=O)O)C3=C2C(=O)CC(C)(C)C3)cc1,1,-2,-14,94,-3,1.2,8,2,-1
O=C(NCc1n[nH]c(=S)n1-c1ccc(Br)cc1)c1ccc(S(=O)(=O)N2CCCC2)cc1,1,0,5,75,6,1.2,5,1,-2
COc1cccc(NC(=S)N2C3CCCC2CC(NC(=O)C2CC2)C3)c1 (stereo not drawn),3,0,5,101,-21,-4.2,5,-4,2
COC(c1ccccc1)c1nc2ccccc2[nH]c1=O (stereo not drawn),-2,4,8,93,-17,-1.9,-34,1,-2
CC1=NN(c2ccccc2)C(=O)/C1=C\c1sccc1C,-1,-1,4,100,7,-0.5,0,2,2
CC(=O)Nc1ccc(NC(=O)C(C)OC(=O)CNC(=O)c2sc3ccccc3c2Cl)cc1 (stereo not drawn),-10,1,-10,101,-1,2.6,-3,-1,-1
O=C(NCCc1csc(-c2cccnc2)n1)c1ccccc1Br,-4,-2,2,92,4,0.2,12,-4,-3
Cc1cc(NC(=O)CCS(=O)(=O)c2ccc(F)cc2)no1,-1,-4,-4,93,1,-2.0,-5,-5,-5
CCCCc1nnc(NC(=O)CN2C(=O)c3ccccc3C2=O)s1,-2,2,13,77,-8,1.9,-4,1,-2
CCCSc1nsc(N)n1,1,-2,5,80,7,-0.8,5,0,-1
O=C(COC(=O)/C=C/c1ccc2c(c1)OCO2)Nc1ccc(S(=O)(=O)N2CCCC2)cc1,-5,-3,-1,93,7,-0.2,0,12,1
Cc1cnc(CNC(=O)CC2C(=O)NCCN2Cc2ccccc2F)cn1 (stereo not drawn),-2,-9,-6,102,-6,2.9,23,4,-3
CC(=O)N1CCN(c2ccc(NCc3ccc(F)cc3)cc2)CC1,0,-2,-5,90,5,-0.4,0,-8,-2
COc1cccc(C(=O)NC2CC3CCCC(C2)N3Cc2ccc(C)cc2)c1 (stereo not drawn),1,0,-6,101,4,1.4,5,1,-3
Cc1cccc(NC(=O)c2cnn(C)c2)c1C,1,4,7,95,-6,0.9,20,-5,-3
SMILES,CTSL1 counter,TPT1 inhibitor,ZTA DNA inh,Yeast superoxide,EBNA-1 inhibitor,PP5 primary,GASC-1 inh,core dimer inh,PP1 inh
CC(C)Cc1nnc(NC(=O)CCC(=O)Nc2ccccc2)s1,-4,-3,-13,94,-5,1.6,7,9,-8
O=C(Nc1ccc(-c2nc3cc(Cl)ccc3c(=O)o2)cc1)c1ccco1,-4,-2,-21,110,5,2.0,1,-9,-1
O=C(Nc1cccc(O)c1)c1ccc(C(F)(F)F)cc1,1,-4,2,103,3,-0.7,4,-2,0
O=[N+]([O-])c1ccc2nc(-c3ccc(OC(F)F)cc3)cn2c1,7,-4,-9,100,0,0.8,-5,5,-5
NNC(=O)c1ccc(S(=O)(=O)N2CCc3ccccc32)cc1,-1,0,1,102,-12,3.6,-6,3,0
CC(CCc1ccccc1)NC(=O)C(=O)NCc1ccccc1 (stereo not drawn),1,5,4,103,1,2.0,27,-4,-1
NC(=O)c1ccsc1NC(=O)c1ccco1,-2,4,0,93,6,0.7,-5,1,1
CCCCN(CCCC)c1nc2ccccc2nc1NS(=O)(=O)c1ccc(NC(C)=O)cc1,5,1,-22,103,4,2.3,112,5,6
CCOc1ccccc1NC(=O)C1C2CCC3C(CCC21)C3(Cl)Cl (stereo not drawn),2,-2,2,131,0,1.7,2,16,1
Cc1nc2cc(-c3ccc(Cl)cc3)nn2c(C)c1CCC(=O)NCc1ccco1,-3,-5,-7,104,6,1.8,-4,0,2
CCOC(=O)c1sc(NC(=O)c2ccccc2F)c(C(N)=O)c1C,-3,-4,-9,122,-13,3.9,-7,0,2
CC1Cc2ccccc2N1CC(=O)Nc1cccc(S(N)(=O)=O)c1 (stereo not drawn),-4,5,0,99,-1,-0.6,36,0,2
CSc1nsc(SC)c1NC(=O)OCCc1ccccn1,-5,-2,-2,93,-8,-0.3,25,0,-6
COc1cc(NC(=S)N2CCN(C)CC2)c(OC)cc1Cl,-1,-2,4,104,5,0.1,5,7,-3
O=C(O)C(NS(=O)(=O)c1cccc2nsnc12)c1ccccc1 (stereo not drawn),0,6,5,123,3,0.3,5,1,-1
Cc1cc(C)c(C#N)c(SCC(=O)OC2CCCCC2)n1,0,-3,12,92,6,1.5,-16,7,-3
COc1ccc(-c2ccnc(SCC(=O)c3ccc(OC)c(OC)c3)n2)cc1,6,-3,13,91,-10,0.8,-1,13,3
COCCCC1CCN(C(=O)CCc2nnc(CCCCc3ccccc3)o2)CC1,16,-2,-2,94,-6,0.1,-7,1,-3
Cc1ccccc1NC(=O)C1CC(Cl)=CCC1C(=O)O (stereo not drawn),-1,-2,2,86,10,-2.9,-3,0,-1
Cc1ccc(S(=O)(=O)N2CCN(Cc3ccsc3)CC2)cc1,-1,-1,1,100,-10,1.3,-12,-2,-1
CCNCc1nc2cc(Cl)ccc2c(=O)[nH]1,4,-3,-3,103,-4,1.2,-26,-4,-3
O=C(CCN1C(=O)c2cccc3cccc(c23)C1=O)Nc1ccon1,12,-4,-13,88,-11,-9.6,10,2,9
CCOc1ccc(NS(=O)(=O)c2cc(C(=O)NCC3CCCO3)ccc2Cl)cc1 (stereo not drawn),-2,3,1,103,-7,0.9,0,-2,-1
O=C(C[n+]1ccccc1)N/N=C/c1cc(Br)ccc1F,nt,nt,-7,73,nt,1.6,1,nt,-2
CCCC[n+]1c(C)sc2ccc(C)cc21,0,3,-8,102,-3,1.2,-1,-3,1
SMILES,CTSL1 counter,TPT1 inhibitor,ZTA DNA inh,Yeast superoxide,EBNA-1 inhibitor,PP5 primary,GASC-1 inh,core dimer inh,PP1 inh
O=C(NCCO)c1ccc(-c2nnc(Nc3ccc(O)cc3)c3ccccc23)cc1,3,-3,-2,98,-10,2.6,-16,-1,1
Cc1cc(C)c(S(=O)(=O)N2CCN(C(=O)c3cc(=O)[nH]c4ccccc34)CC2)c(C)c1,nt,nt,11,102,nt,-0.5,10,nt,-6
CCOC(=O)C1CCN(C(=O)COc2cc(C)c(Br)cc2C)CC1,2,1,-3,115,-8,-2.7,-40,5,-4
COc1ccc(-c2csc3ncn(CC(=O)N4CCOCC4)c(=O)c23)cc1,0,0,-23,117,2,0.8,2,-3,6
COc1cccc(N=C2SC(C(=O)Nc3ccc(F)cc3)CC(=O)N2C)c1 (stereo not drawn),2,-1,-5,107,-5,5.2,-7,-2,-1
CCn1c(=N)c(S(=O)(=O)c2ccc(C)cc2)cc2c(=O)n3ccccc3nc21,-7,-2,-12,107,-4,0.7,11,5,-2
CCOc1ccc(/C(O)=C2/C(=O)C(=O)N(CCOCCO)C2c2cccnc2)cc1 (stereo not drawn),1,-4,13,113,-8,2.6,5,1,-4
O=C(CCc1nnc(-c2ccsc2)o1)NCc1ccccc1OC(F)(F)F,-2,-2,-4,144,-17,3.2,-13,-2,-5
Cn1c2ccccc2c(=O)c2ccc(C#Cc3ccc(N)cc3)cc21,2,14,11,109,9,3.3,2,11,9
CCSc1cc(C)nc2c(-c3ccccc3)c(C)nn12,-2,-1,-5,131,-12,3.1,-6,-1,-3
CCOc1ccc(NS(=O)(=O)c2ccc(C(=O)NCc3cccnc3)cc2)cc1,3,3,-4,108,-9,0.1,-2,-3,-9
CCCCNc1c(-c2ccc(-c3ccc(C(C)=O)cc3)c(OC)c2)nc2cnccn12,5,26*,0,102,4,5.5,3,13,17*
COc1ccc(CNC(=O)c2ccc(CS(=O)c3ccccc3)o2)cc1 (stereo not drawn),3,-1,7,103,3,-1.1,-6,-12,-3
Cc1cc(NC(=O)c2cc(C(C)C)on2)no1,2,-1,5,91,8,4.8,0,-5,-6
Cc1ccc(-n2nc(C)c(NC(=O)CCl)c2C)cc1,6,1,-14,108,-8,1.6,2,-2,0
Cc1nn2c(N)c(-c3ccccc3)cnc2c1-c1ccccc1,9,-1,3,92,-7,0.8,7,3,-2
CCOc1ccc(C(=O)Nc2ccccc2N2CCOCC2)cc1,5,2,-2,93,-5,1.9,5,-1,-4
C/C(=N\Nc1nc(Cl)c(Cl)cc1Cl)c1ccc(S(=O)(=O)NCc2ccco2)cc1,4,0,-8,80,7,1.7,-5,14,0
CN1N=C(C(C)(C)C)CSC1=Nc1ccc(F)cc1,3,1,-12,66,-2,3.2,5,0,-3
O=C(CCC(=O)c1cccs1)OCC(=O)c1ccc(Cl)s1,-69,-1,-17,101,-2,-0.8,5,2,-1
Nc1nc(NCc2ccccc2)nc(-c2ccccc2)n1,-1,0,-20,99,5,4.5,-10,-15,1
O=C(Oc1ccccc1N1CCOCC1)c1ccccc1,-1,3,-8,94,-1,1.8,58,14,-1
CCc1ccccc1NC(=O)c1cc(C2CC2)on1,-2,1,5,112,5,-0.3,0,3,-3
Cc1ccc(NC(=O)C2CCCN(S(=O)(=O)c3c(C)noc3C)C2)nc1 (stereo not drawn),0,-1,-5,103,2,-0.9,24,-5,1
CCCc1cc(-n2cnc3ccccc32)n2c(nc3ccccc32)c1C#N,1,10,6,103,-5,2.5,4,8,-2
CCN(CC)CCN(C(=O)c1ccc(C(=O)c2ccccc2)cc1)c1nc2c(OC)cccc2s1,-2,-1,1,97,7,1.8,2,9,-2
O=C(Nc1cccc2ccccc12)c1ccccc1NS(=O)(=O)c1cccc2cccnc12,2,2,7,93,18,-1.1,-8,18,0
COc1ccc(OC(=O)c2cc3cc(Cl)ccc3oc2=O)cc1,1,4,-2,96,-6,-0.4,6,3,-1

# Whole records from above. Screens in order: CTSL1 counter | TPT1 inhibitor | ZTA DNA inh | Yeast superoxide | EBNA-1 inhibitor | PP5 primary | GASC-1 inh | core dimer inh | PP1 inh
# `Cc1cnc(CNC(=O)CC2C(=O)NCCN2Cc2ccccc2F)cn1` (stereo not drawn) in the list: -2 | -9 | -6 | 102 | -6 | 2.9 | 23 | 4 | -3
# `Cc1nc2cc(-c3ccc(Cl)cc3)nn2c(C)c1CCC(=O)NCc1ccco1` in the list: -3 | -5 | -7 | 104 | 6 | 1.8 | -4 | 0 | 2
# `COc1ccc(-c2ccnc(SCC(=O)c3ccc(OC)c(OC)c3)n2)cc1` in the list: 6 | -3 | 13 | 91 | -10 | 0.8 | -1 | 13 | 3
# `O=C(CCc1nnc(-c2ccsc2)o1)NCc1ccccc1OC(F)(F)F` in the list: -2 | -2 | -4 | 144 | -17 | 3.2 | -13 | -2 | -5
# `CCCCN(CCCC)c1nc2ccccc2nc1NS(=O)(=O)c1ccc(NC(C)=O)cc1` in the list: 5 | 1 | -22 | 103 | 4 | 2.3 | 112 | 5 | 6

# Screens: PubChem BioAssay, several laboratories
